Screens (PubChem)
S3 lipid droplet – qHTS Assay for Lipid Storage Modulators in Drosophila S3 Cells; AID 2685, 2010; 320,000 tested, 0.64% active; lipid storage change, negative = inhibition, % at the top dose, mostly 46.1 µM; hits show Potency in µM; Drosophila S3 cells, BODIPY lipid droplet fluorescence, 18-24 h; cells fed with added oleic acid; active = well fitted inhibition curve with a large enough effect in the signal ratio, with a control signal flat, not every such curve was filed as active; inconclusive = small, poorly fitted or top-dose-only effect, or effect the other way, or a change in a side signal; the % refers to the signal ratio
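Drosophila S3 cells loaded with oleic acid (400 uM, as added) and compounds at several concentrations; lipid droplets imaged by 488-nm laser-scanning cytometry, 500–530 nm intensity and object ratio to cell channel. Percent activity normalized to 20 uM Triacsin C.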
S3 lipid droplet cell count max – second read-out of S3 lipid droplet, no call of its own (marks repeat the call); cell number change, %; measured here: cell count max response;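 cells counted by Cell Tracker Red CMTPX staining in the red channel; peak over a dose series mostly up to 46.1 µM; percent activity relative to internal control wells on each plate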
Active calls of the source: *; i = inactive; ? = inconclusive; nt = no result given. % is set by controls: 0 for no effect and ±100 for the full control effect; potency is the fitted concentration of half-maximal effect. Some of the compounds tested; count on the stated rates, not on these rows.

molecule,S3 lipid droplet cell count max,S3 lipid droplet
Cc1ccccc1S(=O)(=O)Cc1ccc(C(=O)NCCc2ccccc2)o1,nt,i
COc1ccc(-c2onc3ccc(C(C)=O)cc23)cc1,9,7%
Cc1cccc(Nc2nccc(N(C)C)c2C#N)c1,-9,-9%
Cc1cccc(-n2ncc3c(N)ncnc32)c1,nt,?
CCOc1ccc(CCNC(=O)CCc2nc(-c3ccc(OC)cc3)no2)cc1OCC,nt,?
Cc1ccc(CNC(=O)CNS(=O)(=O)c2ccc3c(c2)C(C)(C)C(=O)N3C)cc1,nt,?
CCOc1ccc2c(=O)c(Oc3ccccc3)c(C)oc2c1,-19,4%
CCOC(=O)N1CCC(NC(=O)c2ccc3c(c2)N=C(C)c2c(C)ccc(C)c2S3)CC1,9,-2%

As entered above:
Entry for COc1ccc(-c2onc3ccc(C(C)=O)cc23)cc1 under S3 lipid droplet: 7%
Entry for CCOC(=O)N1CCC(NC(=O)c2ccc3c(c2)N=C(C)c2c(C)ccc(C)c2S3)CC1 under S3 lipid droplet cell count max: 9
Entry for CCOc1ccc2c(=O)c(Oc3ccccc3)c(C)oc2c1 under S3 lipid droplet cell count max: -19

Carrying on:
molecule,S3 lipid droplet cell count max,S3 lipid droplet
O=C(CCN1C(=O)C2C3C=CC(C3)C2C1=O)N1CCN(c2ccccc2Cl)CC1 (stereo not given),nt,i
Cc1cccc(NS(=O)(=O)c2cc(C(=O)OC(C)C(=O)NCc3ccc4c(c3)OCO4)ccc2C)c1 (stereo not given),-17,-8%
COc1ccc2oc(C(=O)N(C)CCOc3ccccc3)c(C)c2c1,nt,2%
COc1ccc(NC(=O)CSc2nc3ccccc3c(=O)n2CCCO)cn1,nt,?
O=C(CN1CCOCC1)Nc1cc(C(F)(F)F)ccc1Cl,nt,?
O=C(Nc1nc2c(F)cc(F)cc2s1)c1ccc2c(c1)OCCO2,6,12%
COC(=O)c1cc(S(=O)(=O)Nc2ccsc2C(=O)OC)oc1C,nt,?
Cc1nc2cc(-c3cccs3)nn2c(NCC(C)(C)CN(C)C)c1C,5,-10%
Nc1cc(OC(=O)c2cccs2)nn1S(=O)(=O)c1ccc(F)cc1,nt,?
CCCC(c1nnnn1Cc1cccs1)N1CCN(C2CCCC2)CC1 (stereo not given),nt,?
CNC(=S)NNC(=O)c1cn(C)nc1C,nt,?
O=[N+]([O-])c1ccc(O)c(N=Cc2sc3ccccc3c2O)c1,nt,?
CCOC(=O)C1CCN(CCC(=O)Nc2cccc(C)c2)CC1,-1,29%
Cc1ccc(CCNC(=O)c2nnn(-c3cccc(C)c3)c2N)cc1,nt,i
NC(=S)N/N=C/c1ccc(-n2nncc2-c2ccc(Cl)cc2)cc1,-3,6%
COc1ccc(-n2nc(C(=O)N3CCCCC3)c(C)c(C#N)c2=O)cc1,nt,?

Part of the list above, with two lines to a compound:
Each structure is followed by: S3 lipid droplet cell count max	S3 lipid droplet
CCOC(=O)C1CCN(CCC(=O)Nc2cccc(C)c2)CC1
  -1	29%
Cc1ccc(CCNC(=O)c2nnn(-c3cccc(C)c3)c2N)cc1
  nt	i

The listing continues:
molecule,S3 lipid droplet cell count max,S3 lipid droplet
O=C1CC(c2ccco2)CC(O)=C1C=NCCN1CCNCC1 (stereo not given),nt,?
COc1ccc(Cn2c(=S)[nH]c3ccsc3c2=O)cc1,-11,11%
CCOc1ccc(NC(=O)CN(C)C(=O)Cc2n[nH]c(=O)c3ccccc23)cc1OCC,nt,?
CC(NC(=O)C(C)N1CCN(Cc2ccccc2)CC1)c1ccc(F)cc1 (stereo not given),nt,?
CCn1cc(Cl)c(C(=O)Nc2nc3ccccc3n2CCN2CCCCC2)n1,nt,?
CC(=O)c1c(C(=O)O)c2ccccc2[nH]c1=O,nt,?
CCn1c(SCC(=O)NC2CCCCC2)nnc1C(CO)NC(=O)c1ccccc1 (stereo not given),nt,29%
O=C/C(=C\Nc1ccc(Br)cc1)c1nc2ccccc2o1,nt,?
COc1ccc(N2CC(C(=O)OCC(=O)Nc3cccc(C)c3C)CC2=O)cc1 (stereo not given),nt,?
Cc1nc(C(=O)Nc2cc(Cl)ccc2Cl)nn1-c1cc(OC(C)C)c(Cl)cc1Cl,11,-6%
C/C(CC(=O)NCc1ccco1)=N\NC(=O)COc1ccc(Cl)cc1Cl,6,13%
N#Cc1ccccc1NC(=O)COC(=O)c1c[nH]c2ccccc12,-21,i
CSCc1c(C(=O)OCC(=O)c2ccc[nH]2)oc2ccccc12,-19,i
Cc1ccc(Nc2c(N)c(=O)oc3ccccc23)cc1,-16,-11%
COc1cc(CC(=O)Oc2ccc3c(c2)OCO3)cc(OC)c1OC,nt,i
O=C(Nc1cc2c(cc1Br)OCCCO2)c1cccnc1,nt,?
CCC(C)(C(=O)Nc1ccc2c(c1)OCCO2)N(C(C)=O)c1ccc(C(N)=O)cc1 (stereo not given),-3,-2%
Cc1ccc(S(=O)(=O)N2CCC(=O)N(CCOC(=O)Nc3cccc(Cl)c3)CC2)cc1,nt,?
Cc1ccccc1Cn1nc(C)c(NC(=O)/C=C/c2cnn(C)c2)c1C,nt,?
CC(=O)c1c(C)[nH]c(C(=O)Nc2ccc(C)cc2Br)c1C,-6,i
CC(=O)Nc1ccc2c(c1)C(C)(C)C(C)N2C (stereo not given),nt,20%
Cc1ccc(NC(=O)CO/N=C/c2ccc(N(C)C)cc2)cc1,nt,?
CC(C)(C)c1cc(-c2nc(N)nc(N)n2)c(O)c(C(C)(C)C)c1,nt,?
COc1ccc(/C=N/N=C2/NC(=O)C(CC(=O)NC(N)=O)S2)cc1 (stereo not given),-13,-16%
CCc1ccc(/C=C2\C(=N)N3N=C(CC(=O)N4CCCCC4)SC3=NC2=O)cc1,nt,?
CCc1nnc(NC(=O)c2ccc(-c3ccc(F)cc3)o2)s1,nt,?
CCOC(=O)c1sc2ncnc(N3CCN(CC)CC3)c2c1C,6,3%
CCNc1nc(NCC)nc(SCCOC(=O)Nc2ccc(Cl)cc2Cl)n1,nt,?
Cc1c(Cl)cccc1NS(=O)(=O)c1ccc(-c2ccc(=O)[nH]n2)o1,nt,?
CCN(CC)CCN(Cc1cc2ccc(C)c(C)c2[nH]c1=O)C(=S)NCc1ccco1,2,9%
Cc1nc([N+](=O)[O-])cn1-c1nc2ccccn2c1[N+](=O)[O-],nt,?
COc1cc(-c2noc(C)c2C#Cc2ccsc2)cc(OC)c1OC,3,23%
COc1ccc(CNC(=O)CCC(=O)Nc2nnc(C(F)(F)F)s2)cc1,nt,?
O=C(COC(=O)c1cccc(Br)c1)NCCNC(=O)COC(=O)c1cccc(Br)c1,-7,8%
C/C(=N\Nc1ccc(C(=O)c2c(C)cc3ccccn23)cc1[N+](=O)[O-])c1ccc(O)cc1,nt,?
CCOC(=O)Cc1csc(NS(=O)(=O)c2ccc(NC(C)=O)cc2)n1,nt,?
COc1cccc(/C=C2\SC(=S)N(CC3CCCO3)C2=O)c1 (stereo not given),nt,?
CC1=NN(c2ccc(Cl)c(C(=O)O)c2)C(=O)/C1=C/c1ccc(-c2ccccc2[N+](=O)[O-])o1,nt,16%
CCCCC1CCC(C(=O)N(C)CC(=O)Nc2cccc(OC)c2)CC1 (stereo not given),-1,1%
CC1=NN(c2nc3ccccc3[nH]2)C(=O)C1Cc1ccccc1 (stereo not given),5,-1%
COc1cccc(N2CCN(CC(=O)Nc3nc4c(s3)CC(C)CC4)CC2)c1 (stereo not given),12,i
CC(=O)Nc1nc(-c2ccccc2)c(-c2ccccc2)o1,nt,?
CN(C)CCNC(=O)COc1ccc(Cl)cc1Cl,nt,?
COc1ccc(NC2=C3CCCC=C3N(c3ccc(OC)cc3)C2=O)cc1,4,-1%
O=C(CCc1ccccc1)NCCS(=O)(=O)N1CCN(c2ccccc2)CC1,nt,?
COc1cc(C2NC(=S)NC3=C2C(=O)CCC3)ccc1O (stereo not given),nt,?
Cc1ccc(C(=O)N2N=C(c3ccccc3)CC2(O)C(F)(F)F)o1 (stereo not given),0,6%
COc1ccc(S(=O)(=O)Nc2ccccc2C(=O)N2CCCC2)cc1OC,nt,i
COc1ccccc1-c1nc(SCC(=O)N(C)c2ccccc2)c2c(=O)n(C)c(=O)n(C)c2n1,nt,?
CCCCNC(=S)N/N=C/c1ccc(C)s1,nt,?
CCOc1nc(C)ccc1-c1noc(-c2ccccn2)n1,nt,?
COCCCn1c(SCC(=O)NCc2ccco2)nc2sc3c(c2c1=O)CCC3,nt,?
Fc1ccc(NC(=S)Nc2ccccc2N2CCOCC2)cc1Cl,-7,-11%
CCOC(=O)c1sc2ncn(C(CC)C(=O)OCC)c(=O)c2c1C (stereo not given),nt,?
O=c1c2ccccc2nc(SCc2nc(-c3ccccc3)no2)n1-c1ccc(F)cc1,nt,?
CCn1cc(C2Nc3ccccc3C(=O)N2O)c(C)n1 (stereo not given),nt,i

New compounds follow:
molecule,S3 lipid droplet cell count max,S3 lipid droplet
CSc1nnc(NC(=O)c2ccc3c(c2)OCO3)s1,nt,?
CCOc1ccc(C2C(C(C)=O)=C(O)C(=O)N2CCc2c[nH]c3ccccc23)cc1 (stereo not given),13,i
COc1ccc(N2CCN(C(=O)c3ccccc3)CC2)c([N+](=O)[O-])c1,2,4%
CCOC(=O)CSc1nc(=O)n2cc(C)ccc2n1,nt,9%
Clc1cccc(OCCCN2CCCC2)c1Cl,15,3%
CSc1cccc(NS(=O)(=O)c2cn(C)cn2)c1,-1,4%
CC(=O)N1c2ccc(S(=O)(=O)N3CCC(C(=O)Nc4cccc(F)c4)CC3)cc2CC1C (stereo not given),nt,?
COc1ccc(Cn2c(=O)c3cccnc3n(Cc3ccc([N+](=O)[O-])cc3)c2=O)cc1,nt,?
Cc1onc(-c2ccccc2)c1C(=O)NNC(=S)NC(=O)c1ccc(F)cc1,-11,-3%
CC12CCC(C(=O)NCc3ccccc3Cl)(CC1=O)C2(C)C (stereo not given),nt,?
CCN(CC)CCCN1C(=O)C2C(C(=O)Nc3ccc(C(C)C)cc3)C3C=CC2(O3)C1C(=O)NC1CCCCC1 (stereo not given),8.1*,16µM*
CCOc1ccc(NC(=O)C/C(C)=N/NC(=O)Cc2cccs2)cc1,nt,?
CCOC(=O)N1CCN(c2nc3ccccc3nc2C(C#N)S(=O)(=O)c2ccc(C)cc2)CC1 (stereo not given),nt,?
COc1ccc(/C=N/NC(=O)c2csc(-n3nc(C)cc3C(F)(F)F)n2)cc1,nt,?
NC(=O)c1cccc2c1-c1ccccc1/C2=N/NC(N)=S,nt,?
Cc1ccc(NC(=O)c2csnn2)c(C)c1,-2,4%

Whole records, looked up by structure. Order of values: S3 lipid droplet cell count max	S3 lipid droplet
Listed for `C/C(CC(=O)NCc1ccco1)=N\NC(=O)COc1ccc(Cl)cc1Cl` = 6	13%
Listed for `CCOC(=O)c1sc2ncn(C(CC)C(=O)OCC)c(=O)c2c1C` (stereo not given) = nt	?
Listed for `CCOc1ccc(NC(=O)CN(C)C(=O)Cc2n[nH]c(=O)c3ccccc23)cc1OCC` = nt	?
Listed for `Cc1nc(C(=O)Nc2cc(Cl)ccc2Cl)nn1-c1cc(OC(C)C)c(Cl)cc1Cl` = 11	-6%
Listed for `Cc1nc2cc(-c3cccs3)nn2c(NCC(C)(C)CN(C)C)c1C` = 5	-10%

(next part)
molecule,S3 lipid droplet cell count max,S3 lipid droplet
CN(CC(=O)Nc1ccc(Cl)c(C(F)(F)F)c1)C(=O)Cc1ccsc1,nt,?
N/C(Cc1nc(-c2ccc(Cl)cc2)cs1)=N/O,16,2%
COc1ccc(C)c2sc(N(CCN(C)C)C(=O)c3ccc4ccccc4c3)nc12,nt,?
CCOC(=O)N/N=C(\C)c1ccc(-n2cnnn2)cc1,nt,?
COC(=O)CNC(=O)C(C)NC(=O)OCc1ccccc1 (stereo not given),nt,?
CNC(=O)n1cc(C)c(-c2cccs2)n1,9,11%
Cc1ccc(N2CC(C(=O)Nc3ccc(S(=O)(=O)N4CCOCC4)cc3)CC2=O)cc1Cl (stereo not given),9,6%
N[C@@H](Cc1ccccc1)C(=O)N1CCC(C(=O)N[C@@H](Cc2c[nH]c3ccccc23)C(=O)O)CC1,nt,?
COc1ccc(NC(=O)c2cccs2)cc1NC(=O)c1ccco1,nt,?
COc1cc(OC)c(-c2nc(-c3ccncc3)no2)cc1OC,-23,i
CSc1ccccc1NC(=S)N/N=C/c1cccn1Cc1ccc(F)cc1,-14,9%
COc1ccc(C(=O)O/N=C(\N)c2ccc(OC)c(OC)c2)c(OC)c1,19,i
CSc1ccccc1NC(=O)CN(C)C(=O)C1CC(=O)N(C(C)c2ccccc2)C1 (stereo not given),nt,?
CC(Sc1ncn[nH]1)C(=O)Nc1ccc(Cl)cn1 (stereo not given),nt,i
COc1ccccc1C1C(C#N)=C(N)Oc2cc(C)n(CCCn3ccnc3)c(=O)c21 (stereo not given),nt,?
Cc1cc(C(=O)OCC(=O)NC(C)C)c(C)o1,nt,?
Cc1ccc(SC[C@H](Cc2ccccc2)N2CC[C@@H](C)CCC2=O)cc1,nt,?
CCOC(=O)Cc1[nH]nc2c1C(c1ccoc1)C(C#N)=C(N)O2 (stereo not given),nt,?
O=[N+]([O-])c1cccc(CN2CCN(c3cccc4[nH]ccc34)CC2)c1,nt,?
